Source: PubChem (National Center for Advancing Translational Sciences (NCATS))
D3 ag: activates the human D3 dopamine receptor. 410,000 compounds, 0.58% hits. D3R DiscoveRx beta-arrestin cells, luminescence, 90 min. max activation, %; in the data active = max activation above about 30%; also: 0% is about no effect; mostly tested at two doses, the higher about 12 µM
Target sequence (P35462 whole entry, looked up): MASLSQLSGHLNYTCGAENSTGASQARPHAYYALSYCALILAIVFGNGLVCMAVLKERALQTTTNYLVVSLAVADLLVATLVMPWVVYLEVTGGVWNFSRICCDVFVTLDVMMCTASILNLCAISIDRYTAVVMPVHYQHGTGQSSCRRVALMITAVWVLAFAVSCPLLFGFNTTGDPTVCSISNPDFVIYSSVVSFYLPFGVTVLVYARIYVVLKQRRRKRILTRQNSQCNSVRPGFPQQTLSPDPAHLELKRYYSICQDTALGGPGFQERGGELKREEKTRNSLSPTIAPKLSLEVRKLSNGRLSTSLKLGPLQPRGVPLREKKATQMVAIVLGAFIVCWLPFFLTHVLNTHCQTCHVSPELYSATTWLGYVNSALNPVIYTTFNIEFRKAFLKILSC
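Agonist-mode cell screen: cells plated at 1500/well and incubated overnight at 37 °C, then exposed to library compounds for 90 min at 37 °C. Detection reagent was added for 30–60 min at room temperature, and luminescence was read.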
CCT chaperon mod: cytosolic chaperonin activity modulation. purified chaperonin ATPase assay, HTRF ADP detection, 30 min. activity change, % (no concentration beside the values), hits read low. 360,000 compounds, 0.3% hits; in the data active = activity change below about -30%; also: % is scaled to controls: 0 for no effect and ±100 for the full control effect
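Enzyme 40 or 20 nM (batch-dependent) in Tris pH 7.4/KCl/MgCl2/DTT; cpd 76 uM single point; ATP 10 uM; 30 min 37 °C; Transcreener ADP HTRF detection, 30 min RT; ratio 665/615.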
PTHR1 ag: activates the human parathyroid hormone receptor PTHR1; Q03431; Potency, µM (highest dose often 115 µM), for the others: at the highest dose activation, most hits filed as activators; HEK293 GP2 PTHR1 cells, GloSensor cAMP luminescence, 1 h; 410,000 compounds, 0.075% hits; also: potency is read from the fitted curve at half-maximal effect; nearly all actives have a fitted effect of over 55% in size; some results filed as inactive show a strong effect at the top dose; inactives centre near -15; many of its hits are not listed in these tables
Target sequence (Q03431 whole entry, looked up): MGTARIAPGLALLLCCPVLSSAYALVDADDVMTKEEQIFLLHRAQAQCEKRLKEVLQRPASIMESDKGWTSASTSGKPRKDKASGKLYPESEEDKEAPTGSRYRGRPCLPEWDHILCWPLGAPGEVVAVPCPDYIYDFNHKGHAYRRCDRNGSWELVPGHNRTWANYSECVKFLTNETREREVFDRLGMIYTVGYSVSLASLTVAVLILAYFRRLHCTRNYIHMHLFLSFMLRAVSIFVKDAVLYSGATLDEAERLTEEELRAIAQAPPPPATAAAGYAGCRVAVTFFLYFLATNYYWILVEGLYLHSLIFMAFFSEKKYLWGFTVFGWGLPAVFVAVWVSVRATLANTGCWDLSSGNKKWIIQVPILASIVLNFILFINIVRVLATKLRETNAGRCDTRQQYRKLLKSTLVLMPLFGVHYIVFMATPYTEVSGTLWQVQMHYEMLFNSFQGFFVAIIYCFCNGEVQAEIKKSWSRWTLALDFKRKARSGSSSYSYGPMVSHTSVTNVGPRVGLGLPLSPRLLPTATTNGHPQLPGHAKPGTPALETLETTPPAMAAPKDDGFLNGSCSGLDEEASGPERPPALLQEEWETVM
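HEK-293-derived GP2 cells expressing PTHR1 and a GloSensor cAMP reporter, 3,000/well, plated overnight, given luciferin plus IBMX (each 0.5 mM as added) for 1 h at 37 °C, then compound for 1 h at 37 °C. Luminescence was read after 15 min at room temperature.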
EPAC2 antag: antagonists of human EPAC2 | Q8WZA2 | EPAC2 GEF exchange of Rap1B-BODIPY-GDP, fluorescence | Potency, µM (top dose mostly 114 µM), for the others: top-dose activity, negative = inhibition, most hits filed as inhibitors | 360,000 compounds, 0.18% hits | AID 720708; also: potency is read from the fitted curve at half-maximal effect; % is scaled to controls: 0 for no effect and ±100 for the full control effect; nearly all actives have a fitted effect of over 45% in size; many of its hits are not listed in these tables
MmCpn inh: M. maripaludis TRiC chaperonin inhibition. purified Mm-Cpn ATPase, ADP Transcreener TR-FRET. Potency, µM (doses to about 76.9 µM), without a hit: at the top dose activity, negative = inhibition, hits mostly inhibitors. 330,000 compounds, 0.031% hits. AID 504842; also: potency is read from the fitted curve at half-maximal effect; % is scaled to controls: 0 for no effect and ±100 for the full control effect; nearly all actives have a fitted effect of over 80% in size
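Inhibition of chaperonin ATP hydrolysis is measured as reduced ADP production, detected by competitive TR-FRET in which signal falls with ADP. Final enzyme 25 nM and ATP 10 uM, reacted 30 min at 37°C.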
DRD3 antagonist: antagonists of human D3 dopamine receptor; P35462; D3R cells, DiscoveRx beta-arrestin luminescence, antagonist mode; hits give low values; max response, negative = inhibition, %; 360,000 compounds, 2.5% hits; AID 652054; in the data active = max response below about -50%; inconclusive = no clear call, values can overlap the other calls; also: % is scaled to controls: 0 for no effect and ±100 for the full control effect; mostly tested at two doses, the higher about 12 µM
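Cells plated overnight at 1500 cells/well, then exposed to library compounds with dopamine controls for 90 minutes at 37 degrees C. DiscoveRx reagent added for 30–60 minutes at room temperature; luminescence read, quantitative HTS format.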
EPAC2 ag: agonists of human EPAC2 (RAPGEF4). Q8WZA2. EPAC2 activation, biochemical qHTS; response scale: 100% = 6.5 mM cAMP response. Potency, µM (series often up to 154 µM), without a hit: top-dose activation, usual class: activators. 360,000 compounds, 0.079% hits. AID 720711; also: potency is read from the fitted curve at half-maximal effect; nearly all actives have a fitted effect of over 50% in size
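Guanine nucleotide exchange by EPAC2 is measured as reduced fluorescence of BODIPY-GDP once it is released from 250 nM Rap1B. Plates are read kinetically for 30 min at room temperature; results are scaled to 6.5 mM cAMP.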
pAkt inh: blocks phosphorylation of Akt; Neuro2A IGF-stimulated pAkt S473 HTRF, 20 min; hits give low values; activity change, % for hits at 50 µM; 360,000 compounds, 0.32% hits; AID 651550; in the data active = activity change below about -80%; inconclusive = mostly about -51% to -80%; also: % is scaled to controls: 0 for no effect and ±100 for the full control effect
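Single-point screen (50 µM final compound) in Neuro2A cells stimulated 20 min with 6 nM IGF at 37 deg C. After lysis, Ser473-phosphorylated Akt read by HTRF (ex 330 nm, em 615/665 nm) as the 665/615 ratio.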
* = called active by the depositor; i = inactive; ? = inconclusive; / = not tested or not shown; [ ] = another dose, or the depositor's remark. Unless noted, calls follow the shape of the dose curve; as a rule, active = well fitted curve in the direction sought with a large enough effect; inconclusive = small, poorly fitted or top-dose-only effect, or another doubt; inactive = no such curve, though single readings can be large; an effect the other way counts as inactive or inconclusive. An excerpt; count on the stated rates, not on these rows.

SMILES	D3 ag	CCT chaperon mod	PTHR1 ag	EPAC2 antag	MmCpn inh	DRD3 antagonist	EPAC2 ag	pAkt inh
CCN(C(=O)/C=C/c1ccc(OC)cc1)C1CCS(=O)(=O)C1 (stereo not drawn)	0	-0.5	-10%	-1%	0%	1	8%	i
COc1ccccc1-c1c(C(F)(F)F)oc2cc(OC(=O)c3cccc([N+](=O)[O-])c3C)ccc2c1=O	-3	-1.1	0%[57.5 µM]	3%	-1%	-11	-1%	i
COc1ccccc1C(=O)NCCC(=O)NCC(C)(C)N1CCOCC1	-6	0.9	25%	10%	1%	-28	17%	i
COc1cccc(C(CCc2cc(OC)c(OC)c(OC)c2)NC(C)=O)c1 (stereo not drawn)	2	-74*	-3%	-2%	/	19	4%	i
CC1CCC(=NNc2ccc(C(F)(F)F)cc2[N+](=O)[O-])CC1 (stereo not drawn)	-6	0.4	i	-10%	1%	0	15%	i
CCC(C)NC(=O)Cn1c(=O)sc2ccccc21 (stereo not drawn)	6	0.0	-8%	4%	0%	1	13%	i
CCc1ccc(NC(=O)NCCCN2CCCC2=O)cc1	-5	-0.2	i	5%	0%	-21	19%	i
O=C(O)CC1(CC(=O)Nc2nccs2)CCCCC1	-12	-0.7	20%	6%	/	-12	11%	i
OC(CN1CCN(Cc2ccccc2)CC1)Cn1c2ccccc2c2ccccc21 (stereo not drawn)	-10	-3.6	-7%	-11%	-1%	-4	9%	i
Cc1cccc(N2CCN(C(=O)c3cc4c(=O)[nH]c5ccccc5c4n3C)CC2)c1C	3	-9.4	-27%	-1%	/	2	20%	i
CC(=O)c1ccc(S(=O)(=O)Nc2ccc(C(=O)NCC(c3ccccc3)N(C)C)cc2)cc1 (stereo not drawn)	-4	-1.3	-25%	-10%	-2%	-11	8%	i
O=C1C=C(c2cc(C(F)(F)F)cc(C(F)(F)F)c2)C[C@@H](c2ccc3c(c2)OCO3)C1	13	0.5	-19%	6%	0%	-22	-10%	i
COc1ccc(NC(=O)C2CCN(S(=O)(=O)c3c(C)noc3C)CC2)cc1Cl	12	0.1	-5%[57.5 µM]	8%	-2%	6	-3%	/
Cc1cc(C)cc(NC(=O)CN2CCc3cc4c(cc3C2C)OCCCO4)c1 (stereo not drawn)	1	-0.9	-6%	-22%	-3%	6	18%	i
CC(C)Nc1ncnc2c1ncn2[C@H]1CN(Cc2ccc(-c3ccccc3)cc2)C[C@@H](CO)O1	1	-1.5	-35%[inhibitor]	-16%	/	38	14%	i
COc1cccc(C(=O)NCCNc2nc3cc(C)cc(C)c3cc2C#N)c1	8	/	-16%	8%	/	38	-9%	i
CC(Oc1ccccc1)C(=O)Nc1cccc(-c2nc3ccccc3[nH]2)c1 (stereo not drawn)	-2	-0.6	-17%	-1%	1%	11	8%	i
Cc1cc(C)cc(NC(=O)c2nnn(Cc3cc(C)ccc3C)c2N)c1	-9	-19	-26%	-17%	1%	?	12%	i
COc1cccc2c1C(=O)CC2NC(=O)C(F)(F)F (stereo not drawn)	10	-2.0	-6%[57.5 µM]	-6%	0%	-18	10%	i
NC(=O)c1ccc(SCC(=O)OCC(=O)N2CCCCC2)c([N+](=O)[O-])c1	12	0.3	i	6%	0%	-16	8%	i
CCN(CC)S(=O)(=O)c1ccc(N2CCCC2)c(NC(=O)c2ccncc2)c1	-14	1.1	19%	10%	-4%	-14	2%	i
CCCNS(=O)(=O)c1ccc(OCC(=O)NCCC2=CCCCC2)cc1	0	-2.3	-3%	14%	-1%	-23	-2%	i
CN(C)C(CNC(=O)c1ccc(C2SCCS2)cc1)c1ccccc1 (stereo not drawn)	-26	-0.9	i	-2%	3%	-53*	6%	i
COc1ccc(Cn2c(=S)[nH]c3cc(C(=O)NCCCN4CCOCC4)ccc3c2=O)cc1	6	1.0	?	-7%	2%	-8	-4%	i
CC(C)/C=C1\CC/C(=C\c2ccc(N(C)C)cc2)C1=O	4	0.3	-44%[inhibitor]	4%	2%	-4	-16%	i
Cc1ccc(Cc2c(C)nc3nc(SCC(=O)NCCCN4CCCCC4)nn3c2C)cc1	-3	-8.1	-18%	-1%	1%	-13	0%	i
S=c1[nH]nc(-c2ccc(Br)cc2)n1Cc1ccco1	5	-1.7	i	3%	0%	27	11%	i
COc1ccc(S(=O)(=O)NC(C)c2ccc3c(c2)OCCO3)cc1 (stereo not drawn)	0	-1.9	-11%	11%	/	5	0%	i
CCC(C)(C)C1CCC2(CC1)NC(CO)(CO)CO2 (stereo not drawn)	1	-3.6	-12%[57.5 µM]	-2%	1%	16	-3%	i
CCCN1C(=O)/C(=C/c2nc3ccccc3c(=O)[nH]2)c2ccccc21	-4	-1.0	-32%[inhibitor]	-4%	-2%	-21	-3%	i
Clc1ccc2[nH]cc(-c3nnnn3-c3ccc4ccccc4c3)c2c1	2	1.8	-45%[inhibitor]	-2%	-2%	7	8%	i
Oc1ccccc1-c1nc(NCc2cccnc2)c2ccccc2n1	4	-1.1	-19%	-12%	-4%	5	3%	i
Cn1c(SCC(=O)NC(C)(C)C)nnc1-c1cccc(NC(=O)c2ccccc2F)c1	0	-2.5	i	0%	1%	21	-8%	i
Cc1cccc(C(=O)N2CCC(n3nnc4cc(F)ccc43)CC2)c1	1	-0.4	i	3%	-2%	26	-6%	i
COc1cccc(NC(=O)CN(C)C(=O)c2cc3c(s2)CCC(C)C3)c1 (stereo not drawn)	6	0.4	-4%	-9%	-4%	7	-4%	i
CCn1c(C)cc(O)c(C(=O)Nc2cccc(Cl)c2)c1=O	-4	-1.3	-16%	1%	-1%	0	11%	i
COc1ccc(/C(O)=C/c2nc3ccccc3n(-c3ccccc3)c2=O)cc1	11	-1.6	-9%[57.5 µM]	104%[activator][57.1 µM]	-9%	-18	89µM*	i
NC(=S)c1ncc(C(F)(F)F)cc1Cl	9	1.5	i	5%	2%	7	5%	i
COC(C[C@H](O)C[C@@H](O)COCc1ccccc1)OC	-3	-1.0	-13%	4%	2%	-107*	0%	i
CCOC(=O)c1cccc(NC(=O)CSc2nnc(CNc3ccc(C)cc3)n2CC)c1	20	0.2	i	-14%	1%	7	-1%	i
CCOC(=O)N1CCN(c2c(NCc3ccc(Cl)cc3)c(=O)c2=O)CC1	-4	2.9	i	-7%	0%	15	1%	i
O=C(NCCc1ccccc1)c1ccc(Cl)nc1	-7	0.6	0%[57.5 µM]	8%	-2%	11	7%	i
Cc1ccc(C)c(N2CCN(C(=O)c3cccn4c(=O)c5sccc5nc34)CC2)c1	27	0.1	-12%	?	0%	8	10%	i
Cc1nn(CC(=O)NCc2ccccc2F)c(C)c1[N+](=O)[O-]	-9	2.6	1%	-20%	-3%	0	1%	i
CCOC(=O)C1=C(N)Oc2cc(O)ccc2C1c1ccc(Br)cc1 (stereo not drawn)	9	-0.5	-57%[inhibitor]	-23%	-2%	-1	15%	i
Cc1ccc(-c2nc(NCCCN(C)C)c3ccccc3n2)cc1	-2	-2.2	i	3%	/	-12	10%	i
CN(CCC#N)CC(=O)Nc1ccc(NC(=O)CN(C)CCC#N)cc1	-6	1.4	-5%[57.5 µM]	6%	-4%	-12	7%	i
COc1ccc(-n2c(Cc3cccn3C)nnc2SCC(=O)NCc2ccc(F)cc2)cc1	0	0.9	-14%	5%	-2%	-1	3%	i
Cc1ccc(N(CC(=O)NCc2ccco2)C(=O)CCC(=O)Nc2ccccn2)cc1C	-23	-5.8	10%[57.5 µM]	-4%	0%	24	1%	i
Cc1csc(NC(=O)CSc2nnc(-c3ccccc3)o2)n1	8	1.6	i	17%	1%	65	11%	i
CCNc1nc(OCCNC(C)=O)nc(N(C)C)n1	10	0.7	i	1%	0%	15	7%	i
Cc1ccc(NC(=S)N2CCCCCC2)c(C)c1	1	-0.4	-35%[inhibitor]	-1%	-3%	9	-1%	i
Fc1ccc(-c2nc3ccc(Br)cn3c2Cc2cccc(F)c2)cc1	3	1.2	i	?	/	0	-14%	i
CCN=C1SC(CC(=O)Nc2ccc(N3CCOCC3)cc2)C(=O)N1CC (stereo not drawn)	3	-1.5	-21%[57.5 µM]	1%	-2%	-2	-10%	i
COc1ccc(OCc2nnc(SC3CCOC3=O)n2-c2ccccc2)cc1 (stereo not drawn)	-5	1.9	i	2%	-2%	-15	1%	i
O=S1(=O)CC(O)C(N(CCO)C(=S)Nc2ccccc2)C1 (stereo not drawn)	-7	-1.8	-1%	1%	0%	-5	6%	i
CC[C@]1(C(=O)OC)[C@H]2C(=O)N(Cc3ccccc3)C(=O)[C@H]2[C@H]2CN=C(SCC(=O)c3ccccc3)N21	-18	0.9	-20%	-12%	-4%	?	9%	i
COc1cc(SC)ccc1C(=O)OCC(=O)NC1CC1	4	1.8	-4%	-4%	1%	-1	-3%	i
CC(C)(C)C(=O)COC(=O)CCc1nc2ccccc2[nH]c1=O	5	0.7	-22%	0%	-1%	-1	7%	i
COc1ccc([C@H]2C[C@H](n3cc(COC(=O)c4ccccc4)nn3)[C@@H](O)CN2C(=O)C2CCCCC2)cc1	3	2.2	-15%	-6%	/	6	4%	i
More records follow.
SMILES	D3 ag	CCT chaperon mod	PTHR1 ag	EPAC2 antag	MmCpn inh	DRD3 antagonist	EPAC2 ag	pAkt inh
COc1ccc(CCNC(=O)c2cccs2)cc1OC	4	-0.6	22%	-2%	-11%	-5	8%	i
O=C(c1ccco1)N1CCN(Cc2cc(=O)c(OCc3c(F)cccc3Cl)co2)CC1	-13	1.7	-4%	2%	-1%	-5	1%	i
O=C(CSc1ccc2ccccc2c1)NCCc1ccc(O)c(O)c1	69*	-0.8	-38%[inhibitor]	-16%	-6%	12	-10%	i
COc1ccc(-c2nc(CSCC(=O)N3CCc4ccccc4C3)c(C)o2)cc1OC	-9	0.2	-54%[inhibitor]	-4%	-1%	0	13%	i

Only DRD3 antagonist (three entries from above):
| Structure | DRD3 antagonist |
| --- | --- |
| COc1ccc(CCNC(=O)c2cccs2)cc1OC | -5 |
| O=C(c1ccco1)N1CCN(Cc2cc(=O)c(OCc3c(F)cccc3Cl)co2)CC1 | -5 |
| COc1ccc(-c2nc(CSCC(=O)N3CCc4ccccc4C3)c(C)o2)cc1OC | 0 |
